bIAP inhibitor – bovine intestinal alkaline phosphatase inhibitors, primary screen, selectivity assay for TNAP inhibitor project, biochemical, bovine IAP, CDP-star luminescence | 190,000 tested, under 10 active | alkaline phosphatase, intestinal [Bos taurus] | inhibition, % at 20 µM | purified bovine IAP, 30 min;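 active means over 50% inhibition of intestinal alkaline phosphatase at 20 µM in the single-dose screen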
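System: Purified bovine intestinal alkaline phosphatase (IAP) enzyme | Input: IAP diluted 1/65,000,000 in the well | Also added: CDP-star chemiluminescent phosphatase substrate, 30 µM final | Dosing: 20 µM single dose | Times: Enzyme reaction for 30 min at room temperature | Detection: Luminescence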
TNAP act hi DEA – TNAP activators at high phosphate acceptor level, primary screen, biochemical, luminescence, uHTS; 200,000 tested, under 10 active; activation factor at 20 µM; purified TNAP, CDP-star luminescence, 1 M DEA, 30 min; hits give high values; 0 = EDTA background, 1 = DMSO-only activity; Alkaline phosphatase, tissue-nonspecific isozyme (Homo sapiens), P05186; AID 1136, 2008;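 active means activation factor at least 2 at 20 µM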
Target sequence (P05186 whole entry, looked up): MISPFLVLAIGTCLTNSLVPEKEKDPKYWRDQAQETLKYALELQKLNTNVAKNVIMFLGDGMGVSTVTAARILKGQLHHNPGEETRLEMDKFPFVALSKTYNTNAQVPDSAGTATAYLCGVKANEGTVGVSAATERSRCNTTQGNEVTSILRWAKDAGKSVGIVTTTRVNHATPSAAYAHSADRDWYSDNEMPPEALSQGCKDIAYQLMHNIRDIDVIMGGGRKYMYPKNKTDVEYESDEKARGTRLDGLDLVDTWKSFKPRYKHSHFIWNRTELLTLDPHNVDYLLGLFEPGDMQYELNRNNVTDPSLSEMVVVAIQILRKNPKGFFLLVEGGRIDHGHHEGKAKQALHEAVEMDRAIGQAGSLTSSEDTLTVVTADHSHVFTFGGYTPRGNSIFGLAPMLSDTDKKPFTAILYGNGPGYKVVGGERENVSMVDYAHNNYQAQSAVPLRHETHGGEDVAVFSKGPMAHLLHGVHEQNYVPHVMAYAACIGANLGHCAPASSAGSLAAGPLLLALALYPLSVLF
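Test system – human TNAP · Doses – 20 µM single point · Incubation – 30 min, room temperature · Signal – luminescent substrate turnover signal · Read-out basis – activation factor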
FLuc act counter – FLuc activators, initial screening, artefact control for FLuc-dependent activation tests, biochemical, ATPlite luminescence; 200,000 tested, under 10 active; Luciferin 4-monooxygenase (Photinus pyralis), P08659; activation factor at 10 µM; ATPlite luciferase biochemical, 10 min; 0 = ATP-free wells, 1 = DMSO control;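 active means luciferase activation factor, scaled between plate controls, of at least 2 with compound at 10 µM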
Target sequence (P08659 whole entry, looked up): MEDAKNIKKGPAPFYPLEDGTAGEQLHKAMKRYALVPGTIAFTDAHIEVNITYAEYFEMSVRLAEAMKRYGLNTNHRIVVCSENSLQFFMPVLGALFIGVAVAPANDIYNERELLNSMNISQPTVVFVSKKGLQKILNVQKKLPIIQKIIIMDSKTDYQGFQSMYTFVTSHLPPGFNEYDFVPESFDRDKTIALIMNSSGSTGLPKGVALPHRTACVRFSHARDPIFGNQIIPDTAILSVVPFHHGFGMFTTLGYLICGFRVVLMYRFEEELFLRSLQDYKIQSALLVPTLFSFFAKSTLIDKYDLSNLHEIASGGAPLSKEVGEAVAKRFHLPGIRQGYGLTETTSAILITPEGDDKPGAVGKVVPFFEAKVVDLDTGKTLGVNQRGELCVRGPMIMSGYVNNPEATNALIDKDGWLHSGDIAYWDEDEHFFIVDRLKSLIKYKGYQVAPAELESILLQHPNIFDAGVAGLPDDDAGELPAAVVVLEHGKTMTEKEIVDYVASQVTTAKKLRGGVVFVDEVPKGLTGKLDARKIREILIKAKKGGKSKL
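Material: luciferase plus luciferin reagent, cell-free. Medium: PBS buffer for ATP. Also added: ATP substrate, dispensed from a 10.24 µM working solution in PBS. Doses: test compounds dosed from 2 mM stocks in 100% DMSO. Incubation: 10 min post-reagent at room temperature. Technique: light output (luminescence). Read-out basis: luminescence gain marking luciferase activators.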
FLuc inhib CS – firefly luciferase enzyme inhibitors, primary screen, artefact control for luciferase-based inhibitor screens, biochemical, luminescence, ATPLite; 10 min; inhibition, % at 10 µM; Luciferin 4-monooxygenase (Photinus pyralis), P08659; actives 1.5% (n = 200,000);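 active means inhibition above about 50% when tested at 10 µM, limit read from the data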
Lmaj promast – Leishmania major promastigote growth inhibition, primary screen; Leishmania major promastigotes, resazurin fluorescence viability; inhibition, % at 10 µM; actives 9% (n = 200,000); AID 1063, 2008; in the data active means inhibition above about 50%;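 further: promastigotes grown with compound for 44 hours at 28 °C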
bIAP activator – bovine intestinal alkaline phosphatase activators, primary screen, biochemical, bovine IAP, CDP-star luminescence | alkaline phosphatase, intestinal [Bos taurus] | purified bovine IAP, 30 min; hits give high values; fold of DMSO-control signal, blank-subtracted | activation factor at 20 µM | actives 0.17% (n = 200,000);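 active means activation factor of 2 or more at 20 µM, a signal rise over negative controls twice the positive control's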
TNAP inh no acc – human TNAP enzyme inhibitors, primary screen, biochemical, luminescent, no phosphate acceptor, uHTS. inhibition, % at 20 µM. actives 0.26% (n = 200,000). purified TNAP, CDP-star luminescence, 30 min. Alkaline phosphatase, tissue-nonspecific isozyme (Homo sapiens), P05186;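 active means tissue-nonspecific alkaline phosphatase inhibition above about 50% at 20 µM in the single-dose screen, limit read from the data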;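 further: 0% = DMSO negative control and 100% = EDTA positive control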
APP 5UTR inh – inhibitors of APP translation via 5'UTR reporter, primary screen, APP 5'UTR luciferase, SH-SY5Y cells; actives 0.82% (n = 190,000); inhibition, % at 2 µM; SH-SY5Y APP 5'UTR-luciferase reporter, luminescence;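 active means inhibition above a set limit, derived from the sample mean plus 3 SD, cut at about 45% in these data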; further: values of inactives mirror those of a sister screen read the other way
RAM inhibit – inhibitors of the yeast RAM network, primary screen, dse1pr::URA3 reporter, 5-FOA selection. S. cerevisiae dse1pr::URA3 reporter, 5-FOA growth OD615, 2 d; analog-sensitive cbk1-as2 kinase mutant strain. inhibition, % at 50 µM. actives 1.8% (n = 190,000);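 active means inhibition above a set limit, 3 SD over mean compound inhibition, cut at about 8.4% in these data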;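 further: 0% = DMSO-only wells with no growth and 100% = 10 µM 1-NA-PP1 full growth; inhibition rescues growth on 5-FOA so higher OD means more RAM inhibition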
TNAP inh hi DEA – human TNAP enzyme inhibitors, primary screen, biochemical, luminescent, high phosphate acceptor level, uHTS. Alkaline phosphatase, tissue-nonspecific isozyme (Homo sapiens), P05186. purified TNAP, CDP-star luminescence, 1 M DEA. inhibition, % at 20 µM. actives 0.03% (n = 200,000). AID 1135, 2008;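 active means over 50% inhibition of tissue-nonspecific alkaline phosphatase at 20 µM in the single-dose screen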;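 further: plate controls were DMSO wells for no effect and EDTA-quenched wells as full inhibition for full effect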
Active calls of the source: *; nt = not tested or not shown.

SMILES	bIAP inhibitor	TNAP act hi DEA	FLuc act counter	FLuc inhib CS	Lmaj promast	bIAP activator	TNAP inh no acc	APP 5UTR inh	RAM inhibit	TNAP inh hi DEA
CCOc1[nH]n(-c2ccc(Cl)cc2)c(=O)c1C=NCc1cccnc1	-8	1	1.1	-6	13	1.1	-15	-32	-0.1	-2
COc1ccccc1CNC(=O)/C=C/c1ccc(S(=O)(=O)N2CCOCC2)cc1	3	1	1	-4	7	1	-16	17	1.6	-4
Cc1ccc(-c2nn(CC(=O)NC(C)c3ccccc3)c(=O)c3ccccc23)cc1 (stereo not given)	-1	1	1.1	-6	-5	1	9	5	3.5	0
COc1ccc2c(c1)CCC(C)N2S(=O)(=O)c1ccc(C2CNC(=O)C2)cc1 (stereo not given)	15	1	1.1	-8	95*	0.8	-6	-4	1.7	0
O=c1c2ccccc2nc(-c2ccco2)n1CCCn1ccnc1	-4	1	1	-5	3	1	22	-2	1.2	0
CCOC(=O)N1CCN(c2ccc(F)cc2[N+](=O)[O-])CC1	-3	1	1	-4	-9	1	-3	4	0.1	3
Cn1c(SCC(=O)NC2CCCC2)nc2cccnc21	6	1	1	-2	-4	0.9	-6	0	0.3	-2
CCCCCC(=O)Nc1ccc(N2CCN(CC)CC2)c(Cl)c1	3	1	1	1	0	1	-8	-50	0.0	-2
CCOc1ccc(Nc2oc(-c3ccc(Cl)cc3)nc2C#N)cc1	5	1	1	-5	1	1	-4	-7	5.0	0
O=C1CCCC(=O)N1c1ccc(N2CCOCC2)c([N+](=O)[O-])c1	8	1	1	-3	0	0.9	5	-21	-0.9	2
CCC(=O)N1CCc2cc(S(=O)(=O)NCCC(=O)N3CCN(c4ccccn4)CC3)ccc21	-2	1	1	-3	1	1	-11	-18	2.5	-5
CCC1C2CN(C(C)=O)CC=C2C(C#N)=C(N)C1(C#N)C#N (stereo not given)	2	1	1.1	-7	4	1	-13	-19	0.8	-5
CCN(CC)C(=O)c1ccc2c3c(cccc13)C(=O)N(CCc1ccc(OC)c(OC)c1)C2=O	12	1	1.1	-6	-2	0.9	0	-8	2.8	-2
CCC(OC(=O)c1nsc(Cl)c1Cl)C(=O)NCc1ccco1 (stereo not given)	2	1	1	3	-4	1	-7	3	0.3	-5
Cc1cc(C)c2oc(=O)cc(CN3CCOCC3)c2c1	27	1	1.1	-7	0	0.7	-5	4	-0.1	0
C=CCN1C(=O)C(O)(CC(=O)c2ccc(N)cc2)c2ccccc21 (stereo not given)	14	1.1	1.1	-8	-7	0.9	-12	-1	0.7	-5
Cc1noc(C)c1CSCc1ccc(Cl)cc1	0	1.1	1	-3	1	1	-12	-18	0.4	-7
Cc1noc(C)c1COC(=O)CCOc1ccccc1	1	1.1	1	-3	-3	1	-14	8	-1.4	-9
CC1(C)CC(=O)C2=C(C1)OC(N)=C(C#N)C21CCN(Cc2ccccc2)CC1	10	1.1	1.1	-5	-3	0.9	-20	11	2.8	-8
Cc1ccc(NC(=O)CN(C)CC(=O)Nc2c(C)cccc2C)c(Br)c1	-15	1	1	0	-4	1.1	-2	-10	1.5	3
CC(=O)Nc1ccccc1-c1ccc(C)o1	14	1	1	-2	-1	0.9	-10	2	1.1	-2
CC(C)CCNC(=O)c1ccc(Cl)c(NC(=O)Cc2ccccc2)c1	-23	1	1	-2	6	1.2	-11	-13	3.6	-2
Cc1ccc(S(=O)(=O)N(CC(=O)N/N=C/c2cccc(C)c2)c2cccc3cccnc23)cc1	11	1	1.1	-7	3	0.9	-11	6	5.4	-2
COc1cc(/C=N\NC(=O)c2ccc(C)nc2)ccc1OC(=O)c1ccco1	10	1	1	-1	0	0.9	-18	6	2.3	0
CCOc1ccc(S(=O)(=O)N(C(=O)c2ccco2)c2cc3sc(=O)oc3c3ccccc23)cc1	nt	1	1	-1	97*	0.3	-11	-12	5.4	4
Carrying on.
SMILES	bIAP inhibitor	TNAP act hi DEA	FLuc act counter	FLuc inhib CS	Lmaj promast	bIAP activator	TNAP inh no acc	APP 5UTR inh	RAM inhibit	TNAP inh hi DEA
NS(=O)(=O)c1ccc(CCNC(=O)Cc2ccccc2[N+](=O)[O-])cc1	-8	1	1.1	-5	0	1.1	-3	10	1.9	-2
O=[N+]([O-])c1ccc(N2CCN(c3nc(-c4ccc(Cl)cc4)cs3)CC2)cc1	37	1	1.1	-6	98*	0.6	-18	-12	3.3	-2
Cc1cc(N2CCOCC2)nc(SCC(=O)c2ccccc2)n1	-7	1.1	1	1	-6	1.1	-14	-9	-0.4	-8
O=C1N=C(N2CCOCC2)S/C1=C/c1ccc(-c2ccc(F)cc2)o1	2	1	1	-5	0	1	-2	25	2.6	2
COc1ccccc1C1=NOC(COC(=O)c2ccc3ccccc3n2)C1 (stereo not given)	6	1	1	-2	-3	0.9	2	-3	0.7	-3
CC(C)CC(c1nnnn1Cc1ccco1)N1CCN(c2cccc(Cl)c2)CC1 (stereo not given)	-5	1	1	-1	-2	1.1	-5	-3	5.4	-1
Cc1ccc(F)cc1NC(=O)CCC(=O)c1cccs1	8	1	1	-1	-4	0.9	-5	-10	0.4	0
CCC(C)(C)NC(=O)C(c1cccc(OC)c1)N(C(=O)c1ccn[nH]1)c1cccc(OC)c1 (stereo not given)	27	1	1.1	-8	7	0.7	-145	-2	1.6	-2
COC(=O)C(C(=O)NCC1CCCO1)C1CCCC1 (stereo not given)	-1	1	1	-2	-5	1	12	-6	0.7	-2
COc1ccccc1/C=C/C=N/n1c(-c2cc(C)[nH]n2)n[nH]c1=S	0	0.9	0.8	17	-5	1	-76	-4	0.4	6
CCOC(=O)C(NS(=O)(=O)c1ccccc1)(C(F)(F)F)P(=O)(OC(C)C)OC(C)C (stereo not given)	4	1.1	1.1	-8	7	1	-8	-10	0.0	-9
CSc1nc(C)cc(OCC(=O)N/N=C/c2ccccc2O)n1	21	0.9	1	-2	-3	0.8	4	41	1.9	9
CC1CCCCC1NC(=O)CCCn1c(=S)[nH]c2ccccc2c1=O (stereo not given)	8	1	1.1	-7	4	0.9	2	8	4.2	2
Cc1cnc(C(=O)Nc2ccc(F)cc2)cn1	-7	1	0.9	11	-4	1.1	0	-54	1.6	2
CC1(C)CC(=O)C/C(=N\NC(=O)C2C3CCCCC32)C1 (stereo not given)	-4	1	1.1	-8	-5	1	6	-8	-0.5	-3
Cc1noc(NS(=O)(=O)c2ccc(NC(=O)C34CCC(CC3)C4)cc2)c1C	4	1.1	1.1	-10	-14	1	4	-4	2.2	-8
COc1ccccc1OCCn1cc(C#N)c2ccccc21	7	1	1.1	-7	1	0.9	-5	-9	1.2	-4
CC1=NN(C(C#N)c2c(C)nn(Cc3ccccc3)c2C)C(C)(C)C1 (stereo not given)	-1	1	1.1	-6	1	1	-7	-11	1.3	-2
CCCCNC(=O)CCC(=O)NNc1nc2ccccc2c2nc(C)nn12	22	1	1	0	-5	0.8	-138	4	-0.4	-3
O=C(COC(=O)C1CC1)Nc1ccc(Oc2ccccc2)cc1	10	1	0.9	8	26	0.9	-11	24	2.5	-4
O=C(NCC1CCCO1)Nc1ccc2c(c1)OCO2 (stereo not given)	1	1.1	1	4	4	1	-16	-20	2.0	-9
Cc1ccc2[nH]nc(C(=O)N3CCCC(C(=O)c4ccc(Cl)cc4)C3)c2c1 (stereo not given)	-3	1	1	-3	10	1	-1	1	2.3	-3
O=C(COC(=O)CCc1nc2ccccc2n1-c1ccccc1)Nc1ccc(N2CCCCC2)cc1	6	1	1	-3	-3	0.9	-13	-5	0.2	1
O=C(CC1C(=O)NCCN1Cc1ccc(-c2ccccc2)cc1)NCCOc1cccnc1 (stereo not given)	-22	1	1	0	-1	1.2	-7	-14	1.1	-2
CCOc1nc(Nc2ccc(OC)cc2)nc(OCC)n1	34	1.1	1	-1	36	0.7	-12	-10	0.8	-7

In the list so far, three have an aryl thioether with sulfur outside any ring.
SMILES	bIAP inhibitor	TNAP act hi DEA	FLuc act counter	FLuc inhib CS	Lmaj promast	bIAP activator	TNAP inh no acc	APP 5UTR inh	RAM inhibit	TNAP inh hi DEA
Cn1c(SCC(=O)NC2CCCC2)nc2cccnc21	6	1	1	-2	-4	0.9	-6	0	0.3	-2
Cc1cc(N2CCOCC2)nc(SCC(=O)c2ccccc2)n1	-7	1.1	1	1	-6	1.1	-14	-9	-0.4	-8
CSc1nc(C)cc(OCC(=O)N/N=C/c2ccccc2O)n1	21	0.9	1	-2	-3	0.8	4	41	1.9	9

New compounds follow:
SMILES	bIAP inhibitor	TNAP act hi DEA	FLuc act counter	FLuc inhib CS	Lmaj promast	bIAP activator	TNAP inh no acc	APP 5UTR inh	RAM inhibit	TNAP inh hi DEA
c1ccc(-n2ncc3c(NCc4ccc5c(c4)OCO5)ncnc32)cc1	2	1	1	2	3	1	-11	-10	1.1	-4
Clc1ccc(OCc2nnnn2-c2ccccc2)cc1	2	1	1	-2	-4	1	-19	2	0.8	0
O=c1cc(CNc2cc(Cl)ccc2Cl)nc2sccn12	-7	1.1	1.1	-9	47	1.1	-4	0	-0.4	-6
O=C1C2CCCN2C(c2cccc(Br)c2)N1c1ccc(F)cc1 (stereo not given)	-2	1	1	-2	-2	1	-15	7	-0.2	-3
CCc1nc2scc(-c3ccc(C)cc3)c2c(=O)n1N	7	1	1	0	6	0.9	-4	-10	0.7	-4
N=C1/C(=C/c2cccn2-c2ccc([N+](=O)[O-])cc2)C(=O)N=C2SC=CN12	-1	0.9	1	0	-4	1	6	-4	10*	11
C=CCSC1=N/C(=C\c2ccc3c(c2)OCO3)C(=O)S1	6	1	1	-4	-2	0.9	13	38	6.8	-1
Cc1ccc2c(c1)nnn2C1CCN(C(=O)NCc2ccccc2)CC1	11	1	1	-3	8	0.9	2	13	2.1	-2
Cc1ccc(S(=O)(=O)N2CCN(C(=O)c3ccccn3)CC2)cc1	5	1	1.1	-5	2	0.9	-9	-2	0.9	-4
COC1=C(c2ccccc2)C(=O)c2ccccc2C1=O	8	0.9	1	0	-3	0.9	1	12	-0.6	9
CCOC(=O)c1oc2ccccc2c1NC(=O)COc1ccc(F)cc1	1	1	1	-1	-4	1	-3	14	0.6	-1
CC1(C(=O)O)CCC(C(=O)NCCc2ccccc2)C1(C)C (stereo not given)	3	1	1.1	-8	-2	1	2	2	-0.4	-2
Cc1cc(Nc2cccc(Cl)c2C)n2ncnc2n1	19	1.1	1.1	-11	-6	0.8	-4	-10	0.1	-6
Cc1ccc(OCC(=O)NC(=S)Nc2cccc(NC(=O)c3ccccc3)c2)cc1	2	1	1	-3	2	1	-13	0	4.2	2

High-throughput results (PubChem)
